# Source: PubChem BioAssay
# MPTP block: inhibitors of mitochondrial permeability transition pore; isolated mouse mitochondria, Ca2+ swelling absorbance, 30 min; inhibition, % at 10 µM; 360,000 tested, 1.4% active;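 active means inhibition of 50% or more, scaled per plate between neutral and stimulator controls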;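 further: 0% = DMSO wells given calcium and 100% = 1 mM EGTA wells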
# PfGluPho inh: PfG6PD (Plasmodium falciparum) enzyme inhibition; 350,000 tested, 0.78% active; PfGluPho enzyme, NADPH resazurin-diaphorase fluorescence; inhibition, % at 20 µM; AID 504690;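 active means inhibition reaching at least a set limit at 20 µM in the primary screen, cut at about 59% in these data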;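 further: 0% = DMSO wells with substrate and 100% = DMSO wells lacking glucose-6-phosphate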
# SENP6 inh: SENP6 protease inhibition; AID 2599; 330,000 tested, 1.8% active; inhibition, % at 10 µM; Recombinant SENP6 catalytic domain, aminoluciferin luminescence;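 active means inhibition above about 50% at the single tested dose, limit read from the data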;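 further: plate controls were DMSO wells with enzyme for no effect and DMSO wells lacking enzyme for full effect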
# hIAP act: increases human intestinal alkaline phosphatase activity; 330,000 tested, 0.16% active; purified human IAP, CDP-Star luminescence, 30 min; stronger effect = higher value; 1 = vehicle-only enzyme, 0 = enzyme-free background; activation factor at 10 µM;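 active means activation factor of the enzyme at least 2-fold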; further: the source names both 10 and 20 µM as test concentration; values of inactives mirror those of a sister screen read the other way
# Target sequence (P09923 whole entry, looked up): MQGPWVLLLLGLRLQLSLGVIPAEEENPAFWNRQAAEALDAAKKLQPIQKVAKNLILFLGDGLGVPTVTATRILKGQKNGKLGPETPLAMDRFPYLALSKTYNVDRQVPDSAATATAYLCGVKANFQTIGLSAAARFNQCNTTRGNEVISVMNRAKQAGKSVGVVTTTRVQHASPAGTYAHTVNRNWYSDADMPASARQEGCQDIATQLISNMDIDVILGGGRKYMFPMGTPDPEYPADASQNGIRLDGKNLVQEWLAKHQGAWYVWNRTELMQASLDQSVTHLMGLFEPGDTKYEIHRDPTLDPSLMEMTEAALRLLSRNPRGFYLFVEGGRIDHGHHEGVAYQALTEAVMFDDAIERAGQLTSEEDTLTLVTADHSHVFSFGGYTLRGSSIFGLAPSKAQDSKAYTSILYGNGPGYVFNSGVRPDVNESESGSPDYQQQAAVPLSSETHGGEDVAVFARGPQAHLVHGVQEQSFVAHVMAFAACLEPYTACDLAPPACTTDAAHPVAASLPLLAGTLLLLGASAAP
# GRIN3A LBD mod: modulators (binders) of human NR3A ligand-binding domain. Tm shift relative to glycine control, % at 25 µM. 340,000 tested, 2.5% active. NR3A LBD differential scanning fluorimetry, Tm shift; 0% = protein alone, 100% = glycine-bound protein;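 active means melting temperature shift of at least 10% of the positive control shift, at one fixed dose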
# SENP1 inh: blocks the human SENP1 SUMO protease catalytic domain; 360,000 tested, 0.21% active; Q9P0U3; recombinant SENP1 catalytic domain, CyPet-SUMO1-YPet FRET cleavage; inhibition, % at 10 µM; AID 624204;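 active means inhibition at least 30% at 10 µM, raw YFP signal under a set limit, fluorescence ratio 0.5 to 1.5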;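 further: 0% = enzyme with DMSO and 100% = no enzyme wells; some results filed as inactive read as strong as hits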
# Target sequence (Q9P0U3 419-644 limits assumed): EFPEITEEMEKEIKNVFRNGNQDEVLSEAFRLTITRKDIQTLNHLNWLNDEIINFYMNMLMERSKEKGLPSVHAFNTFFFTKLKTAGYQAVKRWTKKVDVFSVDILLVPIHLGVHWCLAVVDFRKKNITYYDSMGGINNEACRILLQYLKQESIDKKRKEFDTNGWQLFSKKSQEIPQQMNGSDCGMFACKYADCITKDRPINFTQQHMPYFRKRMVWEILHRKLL
#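 Assay system – human recombinant His6-tagged SENP1 catalytic domain enzyme · Input – SENP1 enzyme, 20 pM final · Buffer or medium – Tris pH 8 buffer plus EDTA, NaCl, BME, BSA, NP40, catalase · Schedule – 50 min reaction at room temperature · Technique – FRET read of cyan and yellow fluorescence · Control set – no-enzyme wells low, DMSO-plus-enzyme wells high control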
# ATG4B inhibitor: ATG4B (human) cysteine protease inhibition | Q9Y4P1 | ATG4B cleavage of LC3-PLA2, NBD-HPC fluorescence, 1 h | inhibition, % at 8.33 µM | 340,000 tested, 0.51% active | AID 504462; in the data active means inhibition above about 40%
# SENP8 block: blocks human SENP8 cleavage of Nedd8 substrate | Q96LD8 | recombinant SENP8, Nedd8 substrate fluorescence | inhibition, % at 20 µM | 360,000 tested, 0.64% active | AID 602440; in the data active means inhibition mostly above about 40%, no sharp cut-off; inactive means mostly below about 27%
# Target sequence (Q96LD8 whole entry, looked up): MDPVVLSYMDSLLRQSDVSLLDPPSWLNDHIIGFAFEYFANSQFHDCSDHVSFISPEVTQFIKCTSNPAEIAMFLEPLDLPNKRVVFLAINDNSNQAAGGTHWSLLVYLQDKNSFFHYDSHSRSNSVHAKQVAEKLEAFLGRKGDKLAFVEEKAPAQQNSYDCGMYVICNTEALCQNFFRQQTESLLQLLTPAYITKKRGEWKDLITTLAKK
# Starred values were filed as active, the others as inactive; . = no result given.
Structure	MPTP block	PfGluPho inh	SENP6 inh	hIAP act	GRIN3A LBD mod	SENP1 inh	ATG4B inhibitor	SENP8 block
O=S(=O)(c1ccc(F)cc1)N1CCc2ccccc21	0.9	8	8	1.1	-3	13	-5	1
O=C(N/N=C/C=C\c1ccccc1[N+](=O)[O-])c1ccncc1	-0.9	-2	-17	0.95	-1	1	-8	18
O=C(Nc1ccccc1)c1cc(Cl)nc2ccccc12	1.9	11	0	0.82	8	3	-1	11
COc1cc(OC)c(OC)cc1/C=N/NC(=S)NCC1CCCO1 (configuration not stated)	0.5	5	4	0.89	1	1	-7	-241
CCOc1cc(/C=N/Nc2nc(Nc3ccccc3)nc(N3CCCCC3)n2)ccc1OCC(=O)O	2.6	-38	-17	0.71	1	2	16	8
N#Cc1c(Cl)nc2c(c1C#N)CCCC2	2.2	3	-9	1	2	-14	1	-6
CCC(C)[C@H](NC(=O)Nc1ccc(C)cc1C)C(=O)O (some centres not stated)	0.4	11	7	0.93	0	3	-2	16
CC(C)Cc1ccc(C(=O)NCCOc2ccccc2)o1	2.8	0	41	0.88	-1	1	3	4
CSc1ccc(CN(C)C(=O)c2cc(=O)c3ccccc3o2)cc1	-0.1	-24	12	1	0	0	2	11
CSc1ncc(-c2ccc(Cl)cc2)[nH]1	1.8	2	37	1.1	-7	1	-4	15
COc1ccccc1-c1ocnc1C(=O)Nc1ccc(N2CCOCC2)cc1N1CCOCC1	-2.1	6	-8	0.87	0	1	-5	12
OCCCNc1nc(-c2ccc(Cl)cc2)nnc1-c1ccccc1	-1.9	-9	-7	1.1	-3	-2	2	13
COc1ccccc1C1CCN(C(=O)c2ccc(C(C)(C)C)cc2)CC1	1.5	14	2	1	-1	-1	1	8
Cc1cc(NC(=O)CSc2nnnn2-c2ccc(C(C)C)cc2)no1	-0.1	-4	7	0.99	-1	2	11	12
CCN(CC)c1ccc(C=NN2CCCCCC2)cc1	1.4	20	.	.	2	-21	-2	-240
Cc1ccc(Cn2c(SCC(=O)NCC3CCCO3)nc3c2c(=O)n(C)c(=O)n3C)cc1 (configuration not stated)	-0.2	-8	-13	1.1	-2	1	8	14
COC(=O)c1cc(-c2ccc(C)cc2)n[nH]1	0.8	22	20	0.9	-1	2	-18	0
CCOC(=O)NN1C(=O)c2ccccc2NC1c1ccc(OC)cc1 (configuration not stated)	-1.4	-13	-17	1.1	-6	-2	8	-281
Cc1ccc(C(=O)O)cc1-c1ccc(/C=C2\SC(=O)N(CC(=O)Nc3ccccc3)C2=O)o1	-0.1	-2	3	0.89	-3	-23	38	-321
COc1cccc(CC(=O)OCC(=O)Nc2c(C)nn(-c3ccccc3)c2C)c1	-0.9	-6	4	1	-1	0	-14	2
Cc1ccc(/C=N\NC(=O)c2cncc(Br)c2)o1	1.4	1	-19	1.1	0	3	-2	-2
CN(C)S(=O)(=O)c1ccc(NC(=O)c2cc3ccccc3o2)cc1	0.1	19	-3	1	31*	1	-4	-4
COC(=O)c1sccc1NC(=O)c1ccc(OC)c(OC)c1	3.8	-3	-1	0.98	2	2	-8	-172
C[C@H]1CN([C@@H](C)CO)C(=O)CCCn2nncc2CO[C@@H]1CN(C)C(=O)Nc1ccnc(N2CCOCC2)c1	-0.5	12	.	.	.	3	.	-4
CC/C(C)=N/Nc1ccc(S(=O)(=O)N2CCCC2)cc1[N+](=O)[O-]	5.2	-12	-1	0.94	2	3	4	31
O=C(CCn1nnc2ccccc21)Nc1nnc(COc2ccccc2F)s1	0.5	7	-3	1	-1	0	-24	10
CC1CN(CC(O)COC2CCC(C(C)(C)C)CC2)CC(C)O1 (configuration not stated)	-0.6	9	-13	1	-1	0	-7	6
C[C@H]1CN([C@@H](C)CO)C(=O)CCCn2nncc2CO[C@@H]1CN(C)Cc1cccc(O)c1	-1.5	-2	.	.	.	-1	.	2
CCOC(=O)C1CCCN(C(=O)c2ccc(S(=O)(=O)Nc3ccccc3OC)cc2)C1 (configuration not stated)	0.1	1	3	0.86	-1	-1	-10	6
CC(C)C(NC(=O)c1ccccc1)C(=O)NC1CCCc2ccccc21 (configuration not stated)	-1.3	8	0	0.97	1	1	4	0
Cc1nn(C)cc1C(C)Nc1nc2nonc2nc1N1CCCCC1 (configuration not stated)	-2.7	-10	-2	1.1	0	0	-4	10
CC1CCCCC1NC(=O)COc1cccnc1[N+](=O)[O-] (configuration not stated)	-0.2	8	4	0.91	0	-2	2	18
O=C(O)c1ccccc1N(c1ccccc1)c1ccccc1	1.7	3	14	1	1	-8	1	-98
O=C1Nc2ccccc2/C1=N/N=C/c1ccc(-c2ccc([N+](=O)[O-])cc2)o1	0.7	6	.	.	-2	9	2	19
COc1cnc(NS(=O)(=O)c2ccc(N)cc2)nc1	-1.9	-11	0	0.94	1	0	3	9
Cc1ccc(NC(=O)C2CCCN2S(=O)(=O)c2ccc3c(c2)CCC(=O)N3)cc1Cl (configuration not stated)	-0.1	-4	10	0.98	-2	0	-8	28
COc1ccc(CNC(=O)CN(C(=O)CCC(=O)Nc2ccccn2)c2cccc(C)c2C)cc1	0.1	-1	-17	1	-5	1	-6	8
O=S(=O)(Cc1ccc(Cl)cc1)CC(O)COCc1ccccc1 (configuration not stated)	1.2	6	7	1	0	1	-6	16
CCOC(=O)C1=CN(Cc2cccc(-c3ccc(Cl)nc3)c2)S(=O)(=O)N(C)C1C (configuration not stated)	0.4	4	.	.	2	2	1	6
CC(NC(=S)Nc1ccc([N+](=O)[O-])cc1)c1ccncc1 (configuration not stated)	27	0	-1	0.96	0	2	-4	21
O=[N+]([O-])c1ccc(CSc2nnc(SCc3ccccc3)s2)cc1	3.6	5	-9	1.2	-2	1	12	23
O=C(CCS(=O)(=O)c1cccc2nsnc12)N1CCN(c2ccccc2F)CC1	-0.7	3	-20	1.1	1	2	-6	15
Cc1ccccc1-n1c(SCC(=O)NCc2cccs2)nnc1-c1ccncc1	-1.3	11	-11	1	-5	-5	0	-18
CCOC(=O)C1(C(F)(F)F)N=C(N(C)C)OC(N(C)C)=N1	-2.4	-12	-15	0.94	-3	0	2	27
Cc1cc(NS(=O)(=O)c2ccc(NC(=O)CSc3nnc(-c4ccco4)n3N)cc2)nc(C)n1	1.3	-9	-9	1	-2	1	-10	15

# Another view of part of the listing above:
Compound: OCCCNc1nc(-c2ccc(Cl)cc2)nnc1-c1ccccc1
  MPTP block: -1.9
  PfGluPho inh: -9
  SENP6 inh: -7
  hIAP act: 1.1
  GRIN3A LBD mod: -3
  SENP1 inh: -2
  ATG4B inhibitor: 2
  SENP8 block: 13

Compound: COc1ccccc1C1CCN(C(=O)c2ccc(C(C)(C)C)cc2)CC1
  MPTP block: 1.5
  PfGluPho inh: 14
  SENP6 inh: 2
  hIAP act: 1
  GRIN3A LBD mod: -1
  SENP1 inh: -1
  ATG4B inhibitor: 1
  SENP8 block: 8

Compound: Cc1cc(NC(=O)CSc2nnnn2-c2ccc(C(C)C)cc2)no1
  MPTP block: -0.1
  PfGluPho inh: -4
  SENP6 inh: 7
  hIAP act: 0.99
  GRIN3A LBD mod: -1
  SENP1 inh: 2
  ATG4B inhibitor: 11
  SENP8 block: 12

# (cont.)
Structure	MPTP block	PfGluPho inh	SENP6 inh	hIAP act	GRIN3A LBD mod	SENP1 inh	ATG4B inhibitor	SENP8 block
O=C(NCCC1=CCCCC1)c1ccc(Cl)c(S(=O)(=O)Nc2ccccc2)c1	12	-10	-37	0.96	0	2	-6	16
COc1ccc(N=Cc2ccc[nH]2)cc1	0.2	14	-4	0.81	1	4	12	22
COc1cccc(OC)c1C(=O)NNC(=O)c1ccc(F)cc1	0.3	5	33	1	0	2	-3	27
O=C(Nc1cc(Sc2ccccn2)cc([N+](=O)[O-])c1)c1ccc(Cl)cc1	53*	4	4	1.1	-9	4	18	23
O=C1NCCc2c1[nH]c1c(Cl)ccc(Cl)c21	-3.1	-1	-16	0.95	-2	0	3	-14
CCC12CN3CCN(CC(C3)/C1=N\NC(=O)c1ccc(Cl)cc1)C2	-1.5	-2	-12	0.96	1	0	-6	4
COc1ccc(-c2cc(C(=O)O)c3sc(N4CCCCC4)nc3n2)cc1OC	-2.2	7	0	0.87	-7	-56	9	-275
CC1CN(S(=O)(=O)c2cccc(C(F)(F)F)c2)CC(C)O1 (configuration not stated)	2.3	8	-11	1.1	2	1	5	13
CCc1cccc(NC(=O)C2CCCN2S(=O)(=O)c2cccc3cccnc23)c1 (configuration not stated)	-0.2	-5	-5	1	2	-2	6	9
COc1ccc(Nc2ccc([N+](=O)[O-])c3nonc23)c(OC)c1	11	-8	9	1.1	2	4	5	38
O=C1CC(CC(=O)N/N=C/c2ccccc2[N+](=O)[O-])=NN1	-0.9	11	11	0.95	-2	0	5	40*
CC1(C(=O)N2CCOCC2)CCCCC1	-0.4	9	-7	0.95	0	0	-2	9
O=C(Nc1ccnc(-c2ccncc2)n1)c1ccc(F)cc1	-1.1	-8	-2	1.1	-2	1	0	13
O=C1N(c2ccccc2)C(=Nc2ccccc2)SC12CC2	3.7	-9	-10	1	-1	0	10	-5
Cc1cccc(N2CCN(C(=O)CCN3C(=O)C4C5C=CC(C5)C4C3=O)CC2C)c1 (configuration not stated)	1.8	6	-18	1	-2	1	-1	22
CC1CC(C)(C)N(C(=O)CN2CCN(C)CC2)c2ccccc21 (configuration not stated)	0.5	-7	-23	1.3	1	1	1	8
O=C(COc1ccccc1Cc1ccccc1)Nc1cccc(S(=O)(=O)N2CCOCC2)c1	0.0	8	3	0.87	-8	2	-14	9
O=C(COc1ccc(S(=O)(=O)N2CCCC2)cc1Cl)NC1CC1	-1.7	-3	0	1.3	1	1	-4	8
S=c1[nH]nc(-c2ccco2)n1/N=C/c1cccc(Cl)c1	3.4	15	-1	0.88	5	1	-5	25
Cc1ccc(/C=C2\SC(=S)N(CCC(=O)Nc3cccnc3)C2=O)cc1	2.7	7	-2	0.8	2	3	8	26
c1ccc(OCCSc2ncnc3nc[nH]c23)cc1	0.1	-16	-31	0.95	3	0	1	11
CC1CCN(C(=O)c2ccc3c(c2)NC(=O)CN3)CC1	.	-5	-1	0.95	-1	.	11	.
C/C(CC(=O)Nc1ccccn1)=N\NC(=O)c1ccc2ccccc2c1	1.3	-4	-30	1.1	0	-2	-5	4
COc1cc(/C=N/N2CCCCC2)cc([N+](=O)[O-])c1O	1.2	-3	-17	0.86	-1	8	5	20
Cc1ccc(C(C)C)c(OCC(=O)NNC2=CC(=O)CC(C)(C)C2)c1	3.2	-9	-11	0.81	-2	-3	9	17
COc1ccccc1C(=O)Nc1ccc(S(=O)(=O)N2CCCCC2)cc1	-0.1	0	-22	1.2	-3	2	-8	3
CCOC(=O)Cc1csc(NC(=O)CSc2nnc(-c3ccc(F)cc3)o2)n1	1.0	-1	-7	1.2	-4	-1	-3	10
O=C(Nc1ccc(OC(F)(F)F)cc1)c1ccccc1-n1cnnn1	-0.2	9	-8	1	1	1	3	4
Cc1nnsc1C(=O)N1CCCC(N2CCN(c3cccc(C(F)(F)F)c3)CC2)C1 (configuration not stated)	1.3	-11	-9	1.1	0	1	21	8
O=C(COC(=O)c1cnc(Cl)c(Cl)c1)NCCC1=CCCCC1	1.4	10	-14	1	0	2	-1	17
C[C@H](CO)N1C[C@H](C)[C@@H](CN(C)C(=O)Nc2ccc(N3CCN(C)CC3)cc2)OCc2cnnn2CCCC1=O	-0.2	-14	.	.	.	2	.	12
CC(=O)Nc1ccc(S(=O)(=O)Nc2nnc(C)s2)cc1	-2.0	26	.	.	.	3	.	3
COc1cc(Cl)c(C)cc1NC(=O)CSc1nc2ccccc2o1	-0.7	13	-9	1.2	-5	-1	2	5
COc1cccc(Nc2nnc(SCC(=O)N3CC(=O)Nc4ccccc43)s2)c1	-0.1	16	23	0.95	-5	-1	-21	-7
CC(C)=CCCC1(C)C=Cc2c(ccc3c2[nH]c2cc(O)c(C)cc23)O1 (configuration not stated)	2.2	41	-5	0.86	22*	0	6	-3
